Screening results: PubChem, several laboratories
MEKK2wt PB1 HTS – modulators of MEK5 binding to wildtype MEKK2, primary screen, biochemical, multiplex bead flow cytometry, Alexa488-MEK5 | actives 1.1% (n = 290,000) | Alexa488-MEK5 binding to MEKK2 WT; actives lie on both sides | binding response (% of control), % at 10 µM | AID 1531, 2009; in the data active means binding response below about 67% or above about 130%
OXTR potentiate – human OXTR potentiators, primary screen, fluorescence, CHO-OTR cells, Fluo-8 calcium; activation, % at 3 µM; Fluo-8 calcium fluorescence, potentiator mode; 0% = oxytocin EC15, 100% = EC100; actives 0.061% (n = 320,000); Oxytocin receptor (Homo sapiens), P30559;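 active means activation above that plate's cutoff, the mean activation of tested compounds plus 3 SD, cut at about 6.6% in these data, passing the limit was not always enough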;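 further: 100% uses oxytocin at 75 nM as the full agonist control; some results filed as inactive read as strong as hits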
Target sequence (P30559 whole entry, looked up): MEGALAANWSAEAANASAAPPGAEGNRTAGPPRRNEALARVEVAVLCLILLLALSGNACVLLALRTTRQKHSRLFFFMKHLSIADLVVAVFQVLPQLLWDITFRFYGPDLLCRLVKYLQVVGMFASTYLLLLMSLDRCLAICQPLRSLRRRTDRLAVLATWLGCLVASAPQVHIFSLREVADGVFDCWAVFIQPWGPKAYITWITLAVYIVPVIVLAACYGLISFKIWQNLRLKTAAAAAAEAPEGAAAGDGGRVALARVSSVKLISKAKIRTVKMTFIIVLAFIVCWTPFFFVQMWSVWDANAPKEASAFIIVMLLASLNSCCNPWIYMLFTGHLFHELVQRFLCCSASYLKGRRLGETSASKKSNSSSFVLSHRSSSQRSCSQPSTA
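test system = CHO-OTR cells, human receptor | compound = single-point 3.0 µM | schedule = 6 min compound pre-incubation at room temperature, 100 s kinetic read | signal = Fluo-8 no-wash calcium dye fluorescence, excitation 470-495 nm, emission 515-575 nm | repeats = single well per compound, singlicate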
PfM18AAP inh – PfM18AAP inhibitors, malaria aminopeptidase, primary screen, biochemical, QFRET, recombinant enzyme. actives 1.2% (n = 290,000). M18 aspartyl aminopeptidase (Plasmodium falciparum 3D7). H-Glu-NHMec fluorogenic cleavage. inhibition, % at 7.35 µM;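 active means inhibition above the campaign mean inhibition over all tested compounds plus 3 SD, cut at about 28% in these data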;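 further: 0% = plate median of test compound wells and 100% = 2 mM ZnCl2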
MEKK2 mut-MEK5 – MEK5 binding signal on mutant MEKK2 PB1, primary screen, biochemical, multiplex bead flow cytometry, Alexa488-MEK5; Alexa488-MEK5 binding to MEKK2 mutant; percent response, % at 10 µM; actives 0.35% (n = 290,000); AID 1530, 2009; in the data active means percent response above about 24%, passing the limit was not always enough; further: inactives centre near 1; some results filed as inactive read as strong as hits; reference of the scale not given here
NALP1 yeast inh – NALP1 inflammasome inhibitors in reconstituted yeast, colorimetric, S. cerevisiae, triplicate retest; inhibition, % at 10 µM; S. cerevisiae NALP1/ASC/caspase-1 growth, X-gal OD620, 72 h; actives 0.61% (n = 280,000); in the data active means inhibition mostly above about 24%, no sharp cut-off; inactive means mostly below about 32%; further: some compounds called inactive have numbers as strong as hits
OXTR agonist – human OXTR agonists, primary screen, fluorescence, CHO-OTR cells, Fluo-8 calcium; Oxytocin receptor (Homo sapiens), P30559; Fluo-8 calcium fluorescence; normalized: DMSO 0%, oxytocin 100%; activation, % at 3 µM; actives 0.32% (n = 320,000);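 active means activation above the mean of all tested compounds plus 3 SD, cutoff set per screening run, cut at about 20% in these data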;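 further: peak over basal fluorescence ratio from a 100 s FLIPR kinetic read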
V1R ag counter – agonists of human V1a receptor, primary screen, counter-screen for OXTR agonist project, fluorescence, CHO-V1R cells | actives 0.25% (n = 320,000) | activation, % at 3 µM | Vasopressin V1a receptor (Homo sapiens), P37288 | Fluo-8 calcium fluorescence, agonist mode; 0% DMSO, 100% 3 nM vasopressin;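 active means activation above the mean activation of all tested compounds plus 3 SD, per screening run, cut at about 20% in these data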;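 further: signal is peak over basal fluorescence ratio across a 100 second FLIPR read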
GPR7 antagonist – GPR7 receptor antagonists, primary screen, cell-based, fluorescence, single concentration | Neuropeptides B/W receptor type 1 (Homo sapiens), P48145 | GPR7-expressing cells, fluorescence antagonist assay | inhibition, % at 4.4 µM | actives 1.1% (n = 290,000); in the data active means inhibition above about 16%, passing the limit was not always enough;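 further: cells stimulated with the agonist NPW; 0% = agonist with vehicle and 100% = vehicle without agonist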
Target sequence (P48145 whole entry, looked up): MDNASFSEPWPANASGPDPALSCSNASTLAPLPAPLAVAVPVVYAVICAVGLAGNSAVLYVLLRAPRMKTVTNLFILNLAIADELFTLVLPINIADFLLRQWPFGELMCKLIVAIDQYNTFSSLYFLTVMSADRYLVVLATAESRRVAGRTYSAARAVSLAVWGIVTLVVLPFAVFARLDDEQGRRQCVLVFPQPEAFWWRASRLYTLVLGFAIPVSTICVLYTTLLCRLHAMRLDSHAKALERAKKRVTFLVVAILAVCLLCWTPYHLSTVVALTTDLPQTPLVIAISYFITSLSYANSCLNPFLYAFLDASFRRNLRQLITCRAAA
GalR3 antagonist – GalR3 antagonists in HEK293 cells, primary screen, cell-based, fluorescence readout; inhibition, % at 3 µM; Galanin receptor type 3 (Homo sapiens), O60755; actives 0.44% (n = 360,000); HEK293 GalR3-CNG cAMP membrane potential fluorescence; galR3 body fused to GalR1 C-terminus;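 active means inhibition above the screen-wide average plus 3 SD, cut at about 13% in these data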;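 further: forskolin and galanin both at EC90 stimulate the cells; cAMP rise reported by CNG channel membrane potential dye signal; 0% = forskolin plus galanin with DMSO and 100% = forskolin alone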
Target sequence (O60755 1-299 limits assumed): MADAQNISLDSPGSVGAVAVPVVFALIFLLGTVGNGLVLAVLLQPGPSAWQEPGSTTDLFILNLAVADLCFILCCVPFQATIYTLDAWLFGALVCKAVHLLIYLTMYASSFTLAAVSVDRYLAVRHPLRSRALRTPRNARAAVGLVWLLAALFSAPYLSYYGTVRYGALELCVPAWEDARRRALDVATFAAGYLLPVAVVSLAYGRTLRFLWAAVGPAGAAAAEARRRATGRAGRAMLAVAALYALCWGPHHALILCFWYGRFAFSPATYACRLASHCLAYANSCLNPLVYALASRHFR
An asterisk follows results filed as active; · = not tested or not shown.

SMILES	MEKK2wt PB1 HTS	OXTR potentiate	PfM18AAP inh	MEKK2 mut-MEK5	NALP1 yeast inh	OXTR agonist	V1R ag counter	GPR7 antagonist	GalR3 antagonist
COc1ccc(NC(=O)/C(Cl)=C(/Cl)S(=O)Cc2ccccc2)cn1 (stereo unspecified)	105	20*	-82	18	13	-1.0	1.4	40*	10
O=C(O)c1nc2nc(Cl)c(Cl)nc2[nH]1	107	-6	-8	7	17	1.7	2.3	-1	-13
Cc1cc(NC(=O)CSc2ccc3nnc(-c4ccccc4)n3n2)no1	103	-4	7	4	34	-0.1	-0.5	0	-5
CSc1nc2sc3c(c2c(=O)[nH]1)CCCC3	100	-12	-8	4	9	-2.3	-0.2	3	-4
COc1cc(/C=N/NC(=O)CC2C(=O)NN=C2C)ccc1O (stereo unspecified)	107	2	1	6	·	1.2	0.8	-11	-3
CC(O)CCC(=O)NNC(=S)Nc1ccccc1 (stereo unspecified)	95	1	21	-6	-8	0.3	0.0	1	-6
N#CCCCSc1nnnn1-c1cccc(Cl)c1	·	-12	2	·	16	-0.4	0.0	-4	-5
CC(=O)c1cc(NC(=O)c2cccc(C(F)(F)F)c2)c(=O)oc1/C=C/N(C)C	106	0	-7	6	7	8.9	2.7	-2	7
Cc1cc(NC(=O)Cc2ccccc2)no1	99	-3	-7	-1	26	-1.8	-0.3	-11	-1
CC1CCCN(C(=O)COC(=O)C2CCN(S(=O)(=O)c3c(Cl)cccc3Cl)CC2)C1 (stereo unspecified)	·	-5	·	·	·	1.9	2.8	·	-1
CCOC(=O)[C@@H]1[C@H]2COc3cc(OC)ccc3[C@H]2N2C(=O)N(c3cccc(Cl)c3)C(=O)[C@@]12C	93	-6	3	-5	3	-0.2	0.7	-5	·
CCOC(=O)c1cnc(SC)nc1Oc1cccc(NS(=O)(=O)c2ccc(C)cc2)c1	90	-5	5	-6	-2	0.1	0.4	3	-1
Cc1ccc(NC(=S)Nc2ccc3cn[nH]c3c2)c(C)c1	100	-19	8	1	-14	-0.3	-1.0	-8	8
CC(C)(C)c1ccc(OC(=O)c2ccc(-n3cncn3)nc2)cc1	102	-14	3	0	10	0.7	0.7	-11	-5
CN1CCN(c2ccc(NC(=O)c3ccco3)cc2Cl)CC1	115	-2	-1	10	17	0.1	-0.9	-18	-2
Cc1ccc(S(=O)(=O)NCC(=O)OCC(=O)Nc2cccc(S(=O)(=O)NC3=NCCCCC3)c2)cc1	97	-8	-7	-7	4	-0.3	-0.2	-15	-1
O=C(COC(=O)c1ccccc1C(=O)c1ccc(Cl)cc1)NCC1CCCO1 (stereo unspecified)	90	3	-2	-6	-12	-0.3	5.8	-9	1
Cc1ccc(N(Cc2ccccc2)C(=O)c2ccc(F)cc2)cc1	99	·	1	-1	4	·	·	-2	-6
C=CCN1C(=O)C2C(C(=O)NCc3ccccc3)C3(C)C=CC2(O3)C1C(=O)NC(C)(C)C (stereo unspecified)	101	-15	5	2	-2	2.2	0.3	-3	-6
CC(=O)c1cccc(OCC(=O)N(C)CC(=O)Nc2ccc(F)cc2)c1	106	0	-2	4	·	-0.8	0.5	2	10
CN(C(=O)COC(=O)CNC(=O)c1ccccc1F)C1CCCCC1	·	3	·	·	·	0.4	0.4	·	-2
O=c1c(C(c2ccc(O)cc2)c2c(O)nc3n(c2=O)CCCS3)c(O)nc2n1CCCS2	103	-14	3	3	-6	-0.6	0.4	2	-3
O=C(NCc1cccnc1)C1CCCN1S(=O)(=O)c1ccc(Cl)cc1 (stereo unspecified)	109	-1	2	10	-1	-0.2	1.0	-23	-8
O=C(Nc1cccnc1Cl)c1cc(-c2cccc(O)c2)on1	103	-1	-7	0	14	3.6	2.5	-1	-9
O=C(CCS(=O)(=O)Cc1ccccc1)NC1CCCCC1	97	-2	-1	4	10	0.0	-0.3	-12	-6
O=c1[nH]cnc2ncc(-c3ccc(O)cc3)nc12	·	-6	·	·	·	-0.7	0.3	·	-2
CCN(CC)C(=O)Cn1cc(C(=O)C(=O)NCCCn2ccnc2)c2ccccc21	79	-16	3	-11	-12	-0.2	0.7	0	-2
CN(C(=O)CSc1nnc(C(F)(F)F)n1N)C1CCS(=O)(=O)C1 (stereo unspecified)	100	-4	6	4	·	0.5	-0.2	-6	-3
O=C(O)C1CC(=O)N(c2ccc(OCc3ccccc3Cl)cc2)C1 (stereo unspecified)	109	-4	-4	6	8	0.1	1.0	-8	2
COc1ccc2nc(Nc3nc(-c4cc5ccccc5oc4=O)cs3)sc2c1	77	-4	-4	-3	17	0.1	0.5	3	0
COc1cc(Nc2ncnc(N)n2)cc(OC)c1	102	0	-1	-1	·	-2.1	-0.6	-6	2
CC(C)CC(=O)NCc1ccc2[nH]c3c(c2c1)CCCC3	97	-6	6	-2	13	-1.1	0.3	-2	-2
CC(Oc1ccccc1)C(=O)Nc1ccc(S(=O)(=O)NCC2CCCO2)cc1 (stereo unspecified)	93	-14	-10	-2	-28	11	18	-7	-7
O=C(NC(=S)Nc1ccccc1)c1ccc(Br)o1	102	-3	-1	4	-9	-0.9	-1.7	-9	0
COC(=O)c1c(NC(=O)CN(C)CC(=O)Nc2ccc(C)cc2)sc2c1CCC(C)C2 (stereo unspecified)	·	0	·	·	·	1.1	0.4	·	-6
Cc1ccc(C)c(OCCC(=O)OCC(=O)NC(=O)NCc2ccccc2)c1	·	-10	·	·	·	-1.1	0.2	·	-3
Cc1cc(=O)oc2cc3c(cc12)OCO3	102	-11	3	1	2	-0.6	0.1	-11	-8
Cc1cc([N+](=O)[O-])nn1CC(=O)NC1CCCCC1	104	-16	-3	6	1	0.6	0.4	5	-10
COc1ccc(C(CNC(=O)c2cccc(S(=O)(=O)Nc3ccc(C)cc3)c2)N2CCOCC2)cc1 (stereo unspecified)	·	1	·	·	·	-2.5	-1.5	·	1
CCCCC(=O)N1CCCC(c2nc3c(nnn3Cc3cc(C)ccc3C)c(=O)[nH]2)C1 (stereo unspecified)	106	-1	1	5	8	-1.3	-1.4	-12	-5

Four compounds out of the list, sorted by number of heavy atoms, lowest first.
SMILES	MEKK2wt PB1 HTS	OXTR potentiate	PfM18AAP inh	MEKK2 mut-MEK5	NALP1 yeast inh	OXTR agonist	V1R ag counter	GPR7 antagonist	GalR3 antagonist
COc1cc(Nc2ncnc(N)n2)cc(OC)c1	102	0	-1	-1	·	-2.1	-0.6	-6	2
Cc1cc([N+](=O)[O-])nn1CC(=O)NC1CCCCC1	104	-16	-3	6	1	0.6	0.4	5	-10
CC(C)CC(=O)NCc1ccc2[nH]c3c(c2c1)CCCC3	97	-6	6	-2	13	-1.1	0.3	-2	-2
CCCCC(=O)N1CCCC(c2nc3c(nnn3Cc3cc(C)ccc3C)c(=O)[nH]2)C1 (stereo unspecified)	106	-1	1	5	8	-1.3	-1.4	-12	-5

(more compounds)
SMILES	MEKK2wt PB1 HTS	OXTR potentiate	PfM18AAP inh	MEKK2 mut-MEK5	NALP1 yeast inh	OXTR agonist	V1R ag counter	GPR7 antagonist	GalR3 antagonist
CCOC(=O)C(C)C1(O)c2ccccc2-c2ncccc21 (stereo unspecified)	101	0	-9	0	3	0.5	0.4	-4	-3
O=C(CN1CCN(c2ncccn2)CC1)NCc1ccccc1	94	-3	-6	-6	19	0.1	-0.3	-3	-3
COC(=O)c1ccc(NC(=O)c2ccccc2SC)cc1	106	-7	-3	4	1	0.7	0.9	24	-7
CC1CCN(C(C(=O)O)c2ccccc2)CC1 (stereo unspecified)	95	-11	-9	2	5	0.7	-0.1	-7	5
O=C(Nc1cc(Cl)cc(Cl)c1)Nc1cnccn1	102	-12	5	4	26	2.5	4.1	0	-1
COCCNC(=O)/C(C#N)=C/c1ccc(N2CCOCC2)o1	104	-6	16	0	14	5.7	9.7	-5	9
CSc1ccccc1OCc1cc(C(=O)N2CCC(c3ccncc3)CC2)no1	113	-15	-7	8	16	5.8	8.0	12	75*
CCCCn1c(/N=C/c2cc(OC)ccc2O)nc2ccccc21	91	-9	-12	-1	-2	3.1	2.8	-13	-1
Cc1ccc2[nH]cc(C(=O)CN3CCOCC3)c2c1	102	-4	0	4	15	1.2	1.0	-2	·
Cc1ccc(S(=O)(=O)N(Cc2cccnc2)Cc2cc3ccccc3[nH]c2=O)cc1	102	-15	-4	-3	17	2.8	6.4	10	-9
O=C(Nn1c(-c2ccccc2)nc2ccccc2c1=O)c1ccco1	104	3	2	4	17	0.7	0.3	-1	-4
CCN(CCNC(=O)Nc1ccc(Cl)cc1)c1ccccc1	114	-21	9	14	7	2.7	4.2	5	-2
CC(C)(C)C(=O)NC(n1cnc2c(N3CCOCC3)ncnc21)C(Cl)(Cl)Cl (stereo unspecified)	97	-11	-21	-3	12	-2.1	-1.8	3	-1
COc1cccc(-c2c(-c3cc(OC)cc(OC)c3)n(C)c3ccc(-c4ccc5cc[nH]c5c4)cc23)c1	·	-3	·	·	·	0.4	-0.8	·	0
O=C(COc1ccccc1F)Nc1nnc(C2CCCC2)s1	106	-8	1	6	12	-0.6	0.8	4	1
N#Cc1ccccc1NC(=O)COC(=O)/C=C/c1ccc(S(=O)(=O)N2CCOCC2)cc1	·	-2	·	·	·	2.7	1.0	·	-2
O=C1CC(C(=O)N2CCOCC2)C2(CCCCC2)O1 (stereo unspecified)	100	-10	1	5	13	1.2	-0.2	-5	-3
O=C(NCC(O)c1ccc([N+](=O)[O-])cc1)c1cccc(S(=O)(=O)N2CCOCC2)c1 (stereo unspecified)	106	-5	-7	9	19	0.1	0.1	-6	-1
CNc1nc(C(=O)O)nc(N2CCOCC2)n1	107	2	6	-11	-13	0.4	0.8	-11	-13
CCC(NC(=O)OC(C)(C)C)C(=O)Oc1ccc2c3c(c(=O)oc2c1)CCC3 (stereo unspecified)	98	-4	7	1	0	-0.2	0.2	-4	-2
Cc1ccc(C(=O)N/C(=C/c2ccccc2)C(=O)NCC2CCCO2)cc1 (stereo unspecified)	102	2	0	6	2	-0.7	-0.7	-5	-2
CN(c1ccccc1)S(=O)(=O)c1cccc(C(=O)Nc2nn[nH]n2)c1	65	2	3	-72	6	0.0	0.1	-4	1
CN(C(=O)c1ccc(-c2ccccc2)cc1)C1CCCCC1	·	-18	·	·	·	-0.9	-1.2	·	-4
CCOC(=O)c1ccccc1NC(=O)CSc1nc2ccccc2n1CC(=O)N1CCCC1	100	4	10	5	2	-0.5	0.2	4	-7
CN(CCc1ccccn1)C(=O)Nc1ccc(C(C)(C)C)cc1	102	2	-5	0	2	-0.9	1.0	-10	-3
CN1CC[n+]2cnc3ccccc3c21	102	-5	4	1	5	0.4	0.3	-8	-5
C=CCc1cc(C=O)cc(OC)c1OCc1ccc(Cl)cc1	108	-13	-8	6	1	-2.0	0.0	-21	0
CCn1c(CCl)nc2cc(S(=O)(=O)N3CCOCC3)ccc21	·	-1	·	·	·	1.9	0.6	·	-4
COc1cc2ncnc(NCc3cc(F)ccc3F)c2cc1OC	112	-7	4	9	-3	2.4	3.6	-3	-8
